High-throughput results as filed in PubChem.
Mtb UGM inh: blocks M. tuberculosis UGM enzyme; purified UGM, fluorescence polarization probe displacement; 320,000 tested, 0.06% active; AID 504406; inhibition, % at 10 µM; in the data active = inhibition above about 10%, passing the limit was not always enough
Target sequence (P9WIQ1 whole entry, looked up): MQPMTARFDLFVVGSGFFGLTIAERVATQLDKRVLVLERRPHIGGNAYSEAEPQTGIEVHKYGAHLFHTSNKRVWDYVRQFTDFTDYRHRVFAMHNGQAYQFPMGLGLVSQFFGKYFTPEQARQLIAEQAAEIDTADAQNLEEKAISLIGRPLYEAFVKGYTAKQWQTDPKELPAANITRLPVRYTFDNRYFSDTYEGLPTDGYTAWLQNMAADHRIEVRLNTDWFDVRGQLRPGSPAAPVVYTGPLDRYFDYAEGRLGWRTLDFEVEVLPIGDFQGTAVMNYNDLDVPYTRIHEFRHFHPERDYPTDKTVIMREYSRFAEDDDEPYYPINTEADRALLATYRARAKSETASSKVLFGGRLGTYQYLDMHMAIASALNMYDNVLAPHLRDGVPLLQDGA
MazEF act: increases E. coli MazEF RNase cleavage of RNA | P0AE70 | FAM/BHQ RNA-DNA oligo cleavage fluorescence, 5 h | activation, % at 20 µM | 350,000 tested, 0.32% active | AID 504720; in the data active = activation above about 50%
SSB-PriA inh: K. pneumoniae PriA-SSBct interaction inhibition. AlphaScreen SSBct-PriA binding, biotinylated peptide. inhibition, % at 33 µM. 430,000 tested, 0.6% active. AID 1272365; in the data active = inhibition mostly above about 37%, no sharp cut-off; inactive = mostly below about 20%;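 also: plate controls were negative control peptide for no effect and reference peptide for full effect; strong numbers were not always called active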
Rv3671c inh: Rv3671c (M. tuberculosis) protease inhibition. P9WHR9. 320,000 tested, 0.048% active. inhibition, % at 5.96 µM; in the data active = inhibition above about 38%;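 also: extracellular domain of Rv3671c used as enzyme; 0% = enzyme with DMSO and 100% = no enzyme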
Target sequence (P9WHR9 whole entry, looked up, the tested form may be a part): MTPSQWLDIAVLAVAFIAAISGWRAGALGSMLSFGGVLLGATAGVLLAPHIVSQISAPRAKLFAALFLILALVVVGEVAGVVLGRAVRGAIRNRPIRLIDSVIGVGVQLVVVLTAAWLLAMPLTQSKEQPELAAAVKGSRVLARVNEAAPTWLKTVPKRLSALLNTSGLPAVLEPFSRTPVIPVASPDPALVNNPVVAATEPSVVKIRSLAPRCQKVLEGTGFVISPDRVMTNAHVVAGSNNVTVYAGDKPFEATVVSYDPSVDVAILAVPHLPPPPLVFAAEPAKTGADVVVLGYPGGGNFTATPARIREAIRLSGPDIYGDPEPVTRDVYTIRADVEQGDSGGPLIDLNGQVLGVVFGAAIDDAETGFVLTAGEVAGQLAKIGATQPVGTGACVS
GDH-TPI counter: counter-screen for M. tuberculosis FBA inhibitors: GDH-TPI coupled enzymes; GDH-TPI coupled enzyme counterscreen, NADH absorbance; 360,000 tested, 1.2% active; inhibition, % at 4.8 µM; AID 588335; in the data active = inhibition above about 30%;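 also: 0% = DMSO wells and 100% = wells lacking the enzyme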
SARS 3CLpro inh: SARS-CoV 3CLpro protease inhibition; P0C6X7; 290,000 tested, 0.14% active; recombinant SARS-CoV 3CLpro, quenched FRET peptide cleavage; inhibition, % at 6 µM; in the data active = inhibition above about 12%
BioA inh: inhibitors of Mycobacterium tuberculosis BioA enzyme; purified M. tuberculosis BioA enzyme, plate reader; inhibition, % at 9.99 µM; 360,000 tested, 0.096% active; AID 602481; in the data active = inhibition above about 40%
Vc quorum ag: induces V. cholerae light production without autoinducers; V. cholerae BH1578 lux reporter, luminescence, 6 h; activation, % at 18.7 µM; 350,000 tested, 0.16% active; AID 588436; in the data active = activation mostly above about 9.7%, no sharp cut-off; also: not every result past the cut was called active; inactives centre near 0; reference of the scale not given here
FBA Mtb inh: inhibitors of M. tuberculosis fructose-bisphosphate aldolase | P9WQA3 | purified M. tuberculosis FBA, fluorescence read-out | inhibition, % at 1 µM | 360,000 tested, 2.3% active; in the data active = inhibition above about 27%;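 also: 0% = vehicle and 100% = reference inhibitor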
VHR inh abs: DUSP3 (human) phosphatase inhibition; P51452; recombinant VHR phosphatase, pNPP absorbance; inhibition, % at 13.3 µM; 290,000 tested, 0.52% active; AID 1654; in the data active = inhibition above about 50%; also: some compounds called inactive have numbers as strong as hits
Target sequence (P51452 whole entry, looked up): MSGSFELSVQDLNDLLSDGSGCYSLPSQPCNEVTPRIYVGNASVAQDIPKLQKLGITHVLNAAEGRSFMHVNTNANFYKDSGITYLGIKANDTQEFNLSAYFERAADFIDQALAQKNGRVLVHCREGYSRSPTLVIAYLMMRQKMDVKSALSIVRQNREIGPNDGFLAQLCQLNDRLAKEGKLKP
* marks the source's active call; other numbers are inactive results; i = inactive; / = no result given; & = joins results of further samples. These rows are one share of the data, so the mix of outcomes need not match the whole.

SMILES | Mtb UGM inh | MazEF act | SSB-PriA inh | Rv3671c inh | GDH-TPI counter | SARS 3CLpro inh | BioA inh | Vc quorum ag | FBA Mtb inh | VHR inh abs
Cc1cccc(N2C(=O)C3CCC(c4ccccc4)CC3C2=O)c1 (centres undefined) | / | -4 | -34 | 0 | -3 | -3 | / | -0.2 | 5 | 2
CNc1nc(OCC(F)(F)F)nc(N2CCOCC2)n1 | 1.6 | -2 | -6 | -1 | 1 | 1 | -0.8 | -0.4 | 1 | -3
CC(C)(C)C1CCc2c(sc(N)c2C(N)=O)C1 (centres undefined) | 1.1 | 10 | -1 | -17 | -10 | 7 | -0.2 | -0.3 | -3 | 27
Cc1ccccc1C1CCCN(C(=O)c2cc(COc3c(F)cccc3F)on2)C1 (centres undefined) | -3.5 | -3 | -6 | -2 | 14 | 1 | 0.8 | 0.2 | 1 | 2
COc1ccc(C2/C(=C(/O)c3ccc(F)cc3)C(=O)C(=O)N2c2ccccn2)cc1OC (centres undefined) | 1.9 | 6 | / | 5 | 19 | 0 | -1.0 | -0.2 | -1 | -10
O=C(COC(=O)c1cc(Br)ccc1O)c1ccc(F)cc1 | -0.3 | -4 | -1 | -6 | 11 | / | -1.1 | 7.1 | -1 | /
O=C(N/N=C/c1ccsc1)c1ccccn1 | 3.6 | -33 | / | 7 | 8 | -5 | -1.6 | i | 6 | -1
CSc1ccc(CN(C)C(=O)CSCC(=O)Nc2ccc(C)cc2)cc1 | -1.1 | 5 | 4 | -2 | -8 | / | 1.4 | i | 1 | /
CC(=O)OCCNC(=O)Cn1cnc2c1c(=O)n(C)c(=O)n2C | -3.8 | 2 | 3 | -2 | 3 | 0 | -0.3 | 0.4 | -1 | 3
Cc1ccc2oc(-c3ccccc3C(=O)O)cc(=O)c2c1 | -0.2 | 5 | -26 | 5 | 5 | -1 | -2.2 | i | 7 | 23
CC(C)(O)CC[C@H](OC(=O)c1ccccc1)[C@](C)(O)[C@H]1CC[C@@]2(O)C3=CC(=O)[C@@H]4C[C@@H](O)[C@H](O)C[C@]4(C)C3CC[C@]12C (some centres undefined) | 0.7 | 8 | / | -3 | -9 | 0 | -0.5 | -0.2 | 2 | 16
O=C(CSc1nc(-c2ccc(Cl)cc2)cs1)Nc1cccc([N+](=O)[O-])c1 | 3.8 | -11 | 9 | -161 | -3 | 7 | / | -0.1 | 3 | 28
O=C(Nc1ncccc1O)c1ccc(S(=O)(=O)NCc2ccco2)cc1 | / | 5 | / | / | 16 | / | / | -6.0 | 0 | /
CC1=C(C(=O)OC(C)C)C2(O)C(=O)c3ccccc3C2(O)N1 (centres undefined) | -0.4 | 4 | -13 | -74 | 10 | -8 | 1.2 | -7.1 | -2 | 16
CCC(=O)Nc1ccc(S(=O)(=O)Nc2cc(C)on2)cc1 | 0.6 | 6 | -8 | 4 | -6 | 3 | / | -0.3 | -1 | -17
CCCCC(CC)CNC(=O)Cn1c(=S)[nH]c2ncccc2c1=O (centres undefined) | 1.0 | / | / | 7 | / | 1 | / | / | / | -11
CCCCNC(=S)NNC(=O)c1c(Cl)c(C)nn1C | 1.0 | -7 | -4 | -5 | 5 | 1 | / | -0.4 | -2 | 5
Cc1cc(OCC(=O)N(C)Cc2ccccc2)ccc1Cl | -0.7 | 0 | -27 | 1 | 3 | -3 | 1.1 | i | 0 | -7
COCCNC(=O)c1cc(-c2ccccc2OC)on1 | -2.6 | 3 | -4 | 4 | -12 | 2 | -0.4 | -0.2 | 3 | 13
CCN(CC)c1ccc(/C=C(\C#N)C(=O)NCc2ccccc2)cc1 | -0.1 | -30 | -67 | 6 | 4 | 5 | -1.1 | -1.0 | -10 | 7
O=C(CC(c1ccccc1)C1CCCCC1=O)c1ccco1 (centres undefined) | -1.3 | 0 | 0&-27 | 1 | -5 | -2 | -2.1 | i | -7 | 9
CC12CCCCC1(O)[N+](=O)C1=C(CCCC1)N2[O-] (centres undefined) | 1.9 | 6 | -10 | -10 | 2 | -5 | 0.4 | i | -4 | 34
CCN1CCN=C1Nc1ccccc1 | 1.1 | 8 | -9 | 3 | -1 | / | 1.7 | -0.6 | 3 | /
CC(C)NC(=O)CSc1nnc2sc3ccccc3n12 | / | -5 | -14 | -5 | -6 | 6 | / | i | 0 | -11
CC1CN(C(=O)Nc2ccc(F)cc2)C2(CCCCCC2)O1 (centres undefined) | -2.4 | 4 | 0 | 6 | 2 | 2 | / | i | 0 | 11

Part of the list above, as a markdown table.
| structure | Mtb UGM inh | MazEF act | SSB-PriA inh | Rv3671c inh | GDH-TPI counter | SARS 3CLpro inh | BioA inh | Vc quorum ag | FBA Mtb inh | VHR inh abs |
| --- | --- | --- | --- | --- | --- | --- | --- | --- | --- | --- |
| CC1=C(C(=O)OC(C)C)C2(O)C(=O)c3ccccc3C2(O)N1 (centres undefined) | -0.4 | 4 | -13 | -74 | 10 | -8 | 1.2 | -7.1 | -2 | 16 |
| CCC(=O)Nc1ccc(S(=O)(=O)Nc2cc(C)on2)cc1 | 0.6 | 6 | -8 | 4 | -6 | 3 | / | -0.3 | -1 | -17 |
| CCCCC(CC)CNC(=O)Cn1c(=S)[nH]c2ncccc2c1=O (centres undefined) | 1.0 | / | / | 7 | / | 1 | / | / | / | -11 |
| CCCCNC(=S)NNC(=O)c1c(Cl)c(C)nn1C | 1.0 | -7 | -4 | -5 | 5 | 1 | / | -0.4 | -2 | 5 |
| Cc1cc(OCC(=O)N(C)Cc2ccccc2)ccc1Cl | -0.7 | 0 | -27 | 1 | 3 | -3 | 1.1 | i | 0 | -7 |
| COCCNC(=O)c1cc(-c2ccccc2OC)on1 | -2.6 | 3 | -4 | 4 | -12 | 2 | -0.4 | -0.2 | 3 | 13 |
| CCN(CC)c1ccc(/C=C(\C#N)C(=O)NCc2ccccc2)cc1 | -0.1 | -30 | -67 | 6 | 4 | 5 | -1.1 | -1.0 | -10 | 7 |
| O=C(CC(c1ccccc1)C1CCCCC1=O)c1ccco1 (centres undefined) | -1.3 | 0 | 0&-27 | 1 | -5 | -2 | -2.1 | i | -7 | 9 |
| CC12CCCCC1(O)[N+](=O)C1=C(CCCC1)N2[O-] (centres undefined) | 1.9 | 6 | -10 | -10 | 2 | -5 | 0.4 | i | -4 | 34 |
| CCN1CCN=C1Nc1ccccc1 | 1.1 | 8 | -9 | 3 | -1 | / | 1.7 | -0.6 | 3 | / |
| CC(C)NC(=O)CSc1nnc2sc3ccccc3n12 | / | -5 | -14 | -5 | -6 | 6 | / | i | 0 | -11 |
| CC1CN(C(=O)Nc2ccc(F)cc2)C2(CCCCCC2)O1 (centres undefined) | -2.4 | 4 | 0 | 6 | 2 | 2 | / | i | 0 | 11 |

(continued)
SMILES | Mtb UGM inh | MazEF act | SSB-PriA inh | Rv3671c inh | GDH-TPI counter | SARS 3CLpro inh | BioA inh | Vc quorum ag | FBA Mtb inh | VHR inh abs
O=C(NCCN1CCOCC1)N1c2ccccc2Sc2ccccc21 | 3.9 | 2 | 5 | 8 | 7 | 1 | 0.5 | 0.7 | -2 | 0
CCOC(=O)CNc1c(-c2ccc(OC)cc2)nc2ccc(Cl)cn12 | 2.8 | 0 | 11 | -2 | 14 | 2 | 0.8 | -0.4 | 1 | 8
O=C(NCC(c1cccs1)N1CCOCC1)c1ccc(Cl)c([N+](=O)[O-])c1 (centres undefined) | -0.4 | 2 | -8 | 1 | 6 | -2 | 0.6 | 0.2 | 0 | 30
CCOc1ccccc1C(=O)NCC(=O)OCC(=O)N1C(C)CCCC1C (centres undefined) | 0.9 | 4 | -2 | 2 | 7 | -2 | 1.9 | i | 0 | -5
COC(=O)C1=C(C)NC(=S)NC1c1ccc(OC(=O)c2ccco2)cc1 (centres undefined) | -0.7 | 2 | -5 | 13 | 3 | -3 | / | 1.1 | 2 | 13
O=C(CN1CC=C(c2ccccc2)CC1)NC(=O)NCc1ccco1 | -2.7 | -2 | 1 | -5 | 2 | 4 | -1.2 | -0.3 | 4 | 12
O=C(Nc1nnc(C2CCCC2)s1)C1CCN(S(=O)(=O)c2ccc(Cl)cc2)CC1 | -2.7 | -5 | -5 | -4 | -2 | -5 | 2.7 | 1.5 | 1 | -9
COC(=O)CSc1nnc(CCc2ccccc2)n1C | -1.6 | 2 | -7 | 1 | -2 | 3 | 1.1 | i | -2 | 8
CCCCCCCCCNC(=O)[C@H](NC(=O)COc1ccccc1)[C@@H]1NC(C(=O)OC)C(C)(C)S1 (some centres undefined) | 0.2 | -7 | -5 | -14 | -5 | / | -1.1 | -2.7 | -2 | /
O=C(O)C1C2OC3C(OC(=O)C31)C2Br (centres undefined) | / | 3 | -5 | / | 4 | / | -0.6 | i | 2 | /
CC(NC(=S)Nc1ccccc1)C(c1cccs1)N1CCOCC1 (centres undefined) | -1.9 | 5 | -10 | -4 | 9 | -1 | -0.8 | -0.3 | -1 | 9
Cc1cccc(CN2CCc3c([nH]c4ccccc34)C2C(C)(C)C)n1 (centres undefined) | -2.8 | 5 | 3 | -14 | 10 | -1 | -0.1 | -0.5 | 20 | 24
CNc1nc(NCc2ccc(N(C)C)cc2)c2sccc2n1 | / | / | / | / | 4 | / | -0.4 | i | 0 | /
O=C1OCc2cc(-n3cccc3)ccc21 | -2.1 | -4 | 3 | -4 | 2 | 2 | 2.9 | -0.3 | 2 | 6
CC1(C)CN(c2ccc(N3CC(C)(C)C3=O)cc2)C1=O | -1.0 | 2 | -16 | -3 | -4 | -1 | / | i | 0 | 19
COc1ccc(S(=O)(=O)N2CCOC23CCN(C(=O)c2ccccc2Br)CC3)cc1 | 0.3 | 4 | -2 | 4 | 6 | 2 | -0.4 | i | -1 | 2
CC1=C(C(=O)N2CCCC(C(=O)c3cccc(C(F)(F)F)c3)C2)OCCO1 (centres undefined) | -1.9 | -4 | 4 | -2 | 2 | 1 | / | i | -3 | -6
CC(=O)c1nn(-c2ccccc2)cc1C(=O)c1ccc(Br)cc1 | 1.1 | -4 | -2 | -8 | -1 | 1 | / | -0.4 | 0 | -2
O=C(Cc1c(C(=O)O)[nH]c2ccccc12)Nc1ccc2c(c1)OCO2 | 1.8 | -2 | -6 | -2 | 20 | 7 | 1.4 | 11 | -1 | 15
Nc1nc(SCC(=O)NCCc2ccccc2)[nH]c(=O)c1-c1ccccc1 | 0.2 | / | / | -6 | / | -1 | / | / | / | 27
Cc1cc2c(c(N)n1)c(=O)oc1ccccc12 | 3.5 | 3 | -5 | -4 | 18 | -5 | -1.5 | i | 40* | 6
O=C(c1ccc(NS(=O)(=O)c2ccccc2)cc1)N1CCCC1 | 0.4 | 0 | -10 | -8 | 13 | 3 | 0.7 | / | 1 | -2
COCCCNC(=O)c1ccc(N(C)S(=O)(=O)c2ccc(OC)cc2)cc1 | -0.2 | 1 | -6 | -9 | -2 | -3 | -0.9 | i | 13 | -8
CC(=O)NC(C(=O)N1CCC(c2nc3ccccc3s2)CC1)C(C)C (centres undefined) | -1.0 | -5 | 0 | 7 | -1 | 3 | -0.1 | i | -1 | 24
Cc1ccc(CNC(=O)C2CCC(=O)N(CCc3ccc(Cl)cc3)C2)s1 (centres undefined) | -0.2 | -6 | -11 | 8 | -12 | -1 | -1.2 | i | 0 | 11
O=C(Nc1nc(NC(=O)c2ccco2)n(-c2ccccc2)n1)c1ccccc1 | 2.8 | -3 | -9 | 10 | 7 | -2 | 3.4 | 6.2 | 0 | -6
COC(=O)c1cc(C(=O)OC)cc(N2C(=O)CN=C2Nc2nc(C)cc(C)n2)c1 | 3.2 | 7 | 0 | -3 | 5 | -2 | -1.6 | 0.7 | -3 | -12
O=C1C2C3C=CC(CO)(O3)C2C(=O)N1c1ccc(-c2ccccc2)cc1 (centres undefined) | -1.0 | / | / | -12 | / | -4 | / | / | / | 25
CCOc1cccc(N(C(=O)CCC(=O)Nc2cc(C)on2)C(C(=O)NC(C)(C)C)c2ccc(OC)cc2)c1 (centres undefined) | 0.5 | 7 | 2 | 9 | -5 | 3 | 1.5 | -0.2 | 0 | -15
NCC12CC3CC(C1)CC(c1ccc(Br)cc1)(C3)C2 | 0.2 | 38 | 10 | -2 | 12 | -4 | 4.0 | -0.3 | 2 | -4
